COUP-TFII inh = NR2F2 transcriptional activity inhibitors, primary screen, cell-based, luciferase reporter, HEK293T, luminescence; HEK293T NGFI-A luciferase reporter; inhibition, % at 8.6 µM; 370,000 tested, 0.7% active;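 active = inhibition above a per-plate cutoff, mean inhibition of test wells between control levels plus 3 SD, cut at about 38% in these data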;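 also: cells cotransfected with COUP-TFII expression vector driving the NGFI-A reporter; 0% = median of COUP-TF2 test wells and 100% = reporter-only cells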
Target sequence (P24468 whole entry, looked up): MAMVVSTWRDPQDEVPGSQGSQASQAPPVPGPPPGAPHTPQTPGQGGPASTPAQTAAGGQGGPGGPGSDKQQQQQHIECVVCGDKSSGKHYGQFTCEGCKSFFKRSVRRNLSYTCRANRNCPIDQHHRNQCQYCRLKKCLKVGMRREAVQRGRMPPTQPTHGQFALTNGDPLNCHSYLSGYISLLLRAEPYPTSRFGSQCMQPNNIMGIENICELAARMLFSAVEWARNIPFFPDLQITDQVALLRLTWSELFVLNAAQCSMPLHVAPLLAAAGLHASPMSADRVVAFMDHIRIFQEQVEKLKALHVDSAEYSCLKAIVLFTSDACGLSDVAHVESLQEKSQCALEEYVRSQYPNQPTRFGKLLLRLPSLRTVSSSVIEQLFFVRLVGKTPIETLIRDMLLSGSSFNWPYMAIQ
LRH-1 inv ag = LRH-1 (NR5A2) inverse agonists, primary screen, cell-based, luminescence, HEK293T, StAR-luciferase reporter | LRH-1 transfected, 24 h | Nuclear receptor subfamily 5 group A member 2 (Homo sapiens), O00482 | 360,000 tested, 0.13% active | AID 602396, 2012 | inhibition, % at 3.6 µM;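 active = inhibition above the mean inhibition of all tested compounds plus 3 SD, cut at about 73% in these data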;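 also: 0% = DMSO wells and 100% = reporter-only cells lacking LRH-1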
Target sequence (O00482 whole entry, looked up): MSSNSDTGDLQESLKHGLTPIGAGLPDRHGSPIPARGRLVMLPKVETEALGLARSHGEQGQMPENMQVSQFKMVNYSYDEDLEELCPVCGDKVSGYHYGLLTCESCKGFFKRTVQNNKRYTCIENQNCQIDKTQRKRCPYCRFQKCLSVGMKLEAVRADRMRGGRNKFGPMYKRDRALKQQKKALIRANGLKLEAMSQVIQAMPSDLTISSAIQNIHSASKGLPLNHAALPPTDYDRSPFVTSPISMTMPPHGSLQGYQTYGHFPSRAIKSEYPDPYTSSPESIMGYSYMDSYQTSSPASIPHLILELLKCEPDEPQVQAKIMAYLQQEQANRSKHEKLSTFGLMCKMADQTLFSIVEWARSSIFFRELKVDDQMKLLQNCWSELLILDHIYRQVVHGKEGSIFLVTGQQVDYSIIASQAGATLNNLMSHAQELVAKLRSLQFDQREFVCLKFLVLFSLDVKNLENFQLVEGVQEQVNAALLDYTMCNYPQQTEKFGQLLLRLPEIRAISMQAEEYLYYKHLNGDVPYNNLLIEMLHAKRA
C8 TRAIL sens = viability loss with TRAIL in NB7+C8 cells, primary screen, TRAIL sensitizer project, cell-based, ATPlite luminescence. 360,000 tested, 1% active. inhibition (viability loss, TRAIL sensitization), % at 10 µM;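 active = compounds causing at least 50% loss of cell viability in the single-dose screen, relative to plate controls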
SRC2 inh = inhibition of GAL4-SRC2 driven luciferase reporter, primary screen, SRC2 inhibitor project, cell-based, luminescence | HEK293 GAL4-SRC2 luciferase reporter | Nuclear receptor coactivator 2 (Homo sapiens), Q15596 | inhibition, % at 9 µM | 370,000 tested, 0.17% active | AID 651957, 2012;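 active = inhibition above the mean inhibition of all tested compounds plus 3 SD, set per campaign, cut at about 52% in these data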;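 also: 0% = DMSO treated cells and 100% = cells given Gossypol at 36 µM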
SRC1 inh = SRC1 coactivator transcriptional activity inhibitors, primary screen, cell-based, luminescence | Nuclear receptor coactivator 1 (Homo sapiens), Q15788 | HEK293 GAL4-SRC1 luciferase reporter | inhibition, % at 3.6 µM | 360,000 tested, 0.12% active;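 active = inhibition above the campaign mean plus 3 SD, with each screening campaign given its own cutoff, cut at about 60% in these data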;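 also: 0% = DMSO treated cells and 100% = gossypol at 36 µM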
EBV LMP1 NFkB = EBV LMP1-driven NF-kappaB luciferase reporter inhibitors, primary screen, cell-based, luminescence, single point; LMP1-induced NF-kappaB luciferase reporter cells; 350,000 tested, 0.69% active; inhibition, % at 12.5 µM; in the data active = inhibition above about 41%;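 also: 0% = neutral control wells and 100% = reference inhibitor control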
KKLEB tox = cytotoxicity in KKLEB CF airway cells, primary screen, cytotoxicity control for CF NF-kB inhibitor project, cell-based, uHTS, fluorescence assay plates; activity change (cytotoxicity), % at 5 µM; KKLEB CF airway cells viability, ATPlite luminescence, overnight; active compounds read low; cells stimulated with P. aeruginosa culture filtrate; 360,000 tested, 0.36% active;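 active = corrected activity change at or below -50% at 5 µM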
TWEAK-Fn14 inh = inhibitors of TWEAK-Fn14 signaling, primary screen, luciferase reporter cells, uHTS. TWEAK-stimulated Fn14 reporter cells, luciferase luminescence, 8 h. 360,000 tested, 2% active. inhibition, % at 10 µM; in the data active = inhibition above about 50%
TROY signal inh = inhibitors of TROY-driven NF-kB signaling, primary screen, Q293 LMP1-TROYcd cells, NF-kB luciferase, uHTS; inhibition, % at 10 µM; 360,000 tested, 0.98% active; Q293 LMP1-TROYcd NF-kB luciferase reporter, 4 h;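 active = compounds whose plate-normalised and pattern-corrected inhibition of the luciferase reporter signal at the single screening dose is 50% or more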
SRC3 inh = SRC3 coactivator transcriptional activity inhibitors, primary screen, cell-based, luminescence. Nuclear receptor coactivator 3 (Homo sapiens), Q9Y6Q9. HEK293 GAL4-SRC3 luciferase reporter. inhibition, % at 3.6 µM. 360,000 tested, 0.17% active. AID 588352, 2011;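 active = inhibition above a per-campaign cutoff, the mean of all compounds plus 3 SD, cut at about 60% in these data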;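 also: 0% = DMSO-treated cells and 100% = gossypol-treated cells at 36 µM; higher means less SRC3-driven luciferase light from the GAL4 reporter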
CF NFkB inh = inhibitors of PAF-induced NF-kB signaling, primary screen, cell-based, GFP fluorescence, uHTS | KKLEB NF-kB-GFP reporter, GFP fluorescence overnight | 360,000 tested, 0.86% active | inhibition, % at 5 µM;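 active = at least 50% inhibition at 5 µM, scaled per plate between neutral and stimulator controls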;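 also: PAF is a Pseudomonas aeruginosa culture filtrate used as stimulus; plate controls were PAF-stimulated DMSO wells for no effect and unstimulated DMSO wells for full effect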
* hit, by the source's call; / = no result given.

entry	structure	SRC2 inh	TWEAK-Fn14 inh	SRC1 inh	KKLEB tox	TROY signal inh	SRC3 inh	CF NFkB inh	COUP-TFII inh	EBV LMP1 NFkB	LRH-1 inv ag	C8 TRAIL sens
1	CC(N)C(=O)c1ccco1 (stereo unspecified)	2.1	-12.7	8.9	-19.1	0.2	13.3	5.3	-5.3	-8.5	-2.7	-5.6
2	O=C1NCN(c2ccccc2)C12CCN(C(c1cccs1)c1nnnn1C1CCCC1)CC2 (stereo unspecified)	23.2	14.8	2.2	3.4	-5.9	-8.1	-10.5	-6.7	/	9.9	-2.7
3	CCCCCn1c(=O)c(C(=O)NCc2ccco2)c(O)c2ccccc21	-9.6	0.8	8.9	-10.8	7.8	12.6	19.0	0.7	9.3	12.3	-1.5
4	Cc1cc(Cl)nc(N)n1	16.7	-15.6	-8.9	3.2	-15.6	5.0	-0.5	-1.2	4.5	-7.8	-10.4
5	CC12CC(=O)C3C(CCC4CC(=O)C=CC43C)C1CCC2=O (stereo unspecified)	-5.5	-29.7	4.4	18.8	8.9	-37.9	65.9*	-3.0	11.2	8.0	-1.4
6	O=C(CCNC(=O)N1C[C@H]2C[C@@H](C1)c1cccc(=O)n1C2)Nc1ccc(F)cc1	3.7	11.0	-25.3	0.1	-11.9	13.3	0.2	-0.3	-0.4	17.6	1.8
7	CC(=NCC1CCCO1)c1c(O)n(C2CCCCC2)c(=O)[nH]c1=O (stereo unspecified)	-7.7	-8.5	-4.1	-6.5	-3.6	22.0	9.9	4.3	2.2	-0.4	7.9
8	O=c1[nH]c2ccccc2c(=O)n1-c1cccc(Cl)c1	1.7	-6.1	-10.1	-7.5	-3.2	18.6	14.1	22.1	4.2	-1.3	-4.0
9	CCC(CC)C(=O)NC1CCSC1=O (stereo unspecified)	-8.4	17.2	6.0	2.5	10.6	27.2	-6.4	6.1	0.7	7.6	-1.7
10	COc1ccc(OC)c(CC(=O)N(C)C2CCCN(Cc3ccccc3F)C2)c1 (stereo unspecified)	20.9	0.5	-7.9	-6.9	-2.2	7.6	-2.0	-9.2	-8.5	0.8	-2.6
11	C[C@H]1O[C@@H](OC2CC[C@]3(C=O)[C@H]4CC[C@]5(C)[C@@H](C6=CC(=O)OC6)CC[C@]5(O)[C@@H]4CC[C@]3(O)C2)CC2OC(C)(C)OC21 (stereo partly specified)	60.3*	81.1*	81.2*	-70.8*	42.2	86.3*	92.8*	75.0*	64.7*	98.8*	48.3*
12	COC(=O)C1=C(c2cccc(OCc3ccccc3)c2)C[C@@H]2CC[C@H]1N2C(=O)NCc1ccc(OC)c(OC)c1	18.8	19.7	3.8	0.6	1.3	17.8	-18.8	19.5	7.0	0.4	1.2
13	CC1CCCN(CC(=O)N2CCCc3ccccc32)C1 (stereo unspecified)	16.6	2.4	5.6	-0.5	18.4	1.1	0.0	7.2	5.1	-7.1	-3.1
14	COC(=O)C1=C(c2ccc(-c3ccccc3)c(F)c2)C[C@@H]2CC[C@H]1N2C(=O)NCCc1ccccc1	9.4	23.1	-5.0	-9.0	7.2	3.7	21.5	-1.8	3.7	22.6	3.2
15	C=CC[C@@H](CC/C=C/C=C/CC/C=C\[C@@H]1CSC([C@@H]2C[C@@H]2C)=N1)OC	/	11.5	-11.8	-30.9	19.4	25.1	54.0*	/	14.4	5.7	18.9
16	O=C1CCCN1CC#CCN1CCCC1	-20.0	0.8	-34.6	4.7	-25.9	-1.1	-6.1	-6.0	3.8	3.8	12.3
17	O=C1NC(=S)NC(=O)C1C/C=C/c1ccccc1	-14.8	-2.1	5.3	12.9	-10.2	0.5	-8.7	12.4	-21.3	9.4	-28.2
18	CCOC(=O)c1cc(C)n(CCc2cnc[nH]2)c1C	-5.1	-27.7	-55.3	-11.8	3.7	-6.8	-11.7	-29.5	-8.9	-2.0	-15.1
19	Cc1c(OC(=O)N(C)C)ccc2c1O/C(=C\c1ccco1)C2=O	-50.6	34.5	-26.9	10.5	2.0	-53.3	-20.6	-23.1	-9.5	-61.4	-4.2
20	CCCCC(=O)N/N=C/c1c(O)n(CCc2ccccc2)c(=O)[nH]c1=O	-33.6	9.6	0.6	-4.5	-1.7	8.4	-6.4	-1.9	/	-13.8	4.1
21	CCCCn1c(O)c(/C=C2/C=CC=N2)c(=O)[nH]c1=O	-27.2	-11.7	4.4	-7.3	-5.9	19.4	0.9	9.7	6.7	-6.9	8.5
22	COc1cc2c3c(c1OC)Oc1ccc(cc1)C[C@H]1c4c(cc(OC)c(OC)c4Oc4ccc(cc4)C[C@@H]3N(C)CC2)CCN1C	14.9	-35.4	-12.3	-31.5	18.1	2.1	9.8	1.9	-5.0	0.5	14.2
23	NC(=S)c1cn(C2OC(CO)C(O)C2O)c2ncnc(N)c12 (stereo unspecified)	71.2*	103.2*	88.5*	-79.0*	68.4*	88.3*	89.8*	68.2*	3.9	94.4*	67.2*
24	COc1ccc(CN2CCN(C(=O)COc3ccc4ccccc4c3)CC2)c(OC)c1	-0.2	8.4	15.5	-11.5	-13.7	19.2	19.5	7.9	3.2	11.4	0.7
25	COc1cc(C(C)=O)ccc1OC(=O)N(C)c1ccccc1	7.9	-0.8	-38.5	-3.2	1.4	17.5	9.2	8.7	-5.4	9.9	-23.1
26	O=C(/C=C/c1ccc2c(c1)OCO2)c1c(O)n(CCc2ccccc2)c(=O)[nH]c1=O	18.4	9.7	7.5	-13.0	20.8	-10.4	-16.1	-1.4	/	5.5	5.0
27	CC1(C)C(C(=O)NCc2ccco2)C1(C)C	9.9	-1.0	0.0	-3.9	13.4	-5.5	6.1	15.4	9.5	7.4	-13.9
28	Cn1c(O)c(C(=O)c2ccccc2Cl)c(=O)n(C)c1=O	-1.8	1.9	-2.2	-12.1	-14.9	3.7	5.8	-11.7	6.2	5.1	-1.7
29	O=[N+]([O-])c1ccc(N2CCOCC2)c2c1no[n+]2[O-]	97.0*	103.3*	77.6*	-91.7*	37.6	91.4*	84.5*	89.2*	0.4	91.7*	93.6*
30	CC[C@]12CC[C@H](O)CC1=CCC1C2CC[C@]2(C)C(=O)CCC12 (stereo partly specified)	-6.4	-13.5	-19.7	-5.4	3.5	-0.3	8.5	6.3	/	0.3	2.6

Overlap with the part before: 3 compounds, followed by the next part.
entry	structure	SRC2 inh	TWEAK-Fn14 inh	SRC1 inh	KKLEB tox	TROY signal inh	SRC3 inh	CF NFkB inh	COUP-TFII inh	EBV LMP1 NFkB	LRH-1 inv ag	C8 TRAIL sens
28	Cn1c(O)c(C(=O)c2ccccc2Cl)c(=O)n(C)c1=O	-1.8	1.9	-2.2	-12.1	-14.9	3.7	5.8	-11.7	6.2	5.1	-1.7
29	O=[N+]([O-])c1ccc(N2CCOCC2)c2c1no[n+]2[O-]	97.0*	103.3*	77.6*	-91.7*	37.6	91.4*	84.5*	89.2*	0.4	91.7*	93.6*
30	CC[C@]12CC[C@H](O)CC1=CCC1C2CC[C@]2(C)C(=O)CCC12 (stereo partly specified)	-6.4	-13.5	-19.7	-5.4	3.5	-0.3	8.5	6.3	/	0.3	2.6
31	CCN(CC)C(=O)c1ccc2c(c1)C1C(Cl)C(Sc3ccccc3[N+](=O)[O-])CC1C(C(=O)O)N2 (stereo unspecified)	/	7.4	-39.4	6.0	25.7	12.0	3.6	/	-0.1	9.2	24.5
32	COC(=O)[C@@]1(Cc2ccc(F)cc2)[C@H]2c3cc(C(=O)N(C)C)[nH]c3C[C@H]2CN1C(=O)c1ccccc1	1.0	17.7	-26.5	20.2	-4.5	-0.1	-28.2	-1.9	-8.3	-30.1	-4.4
33	CCCCn1c(N)c(C(=O)OCC2CCCO2)c2nc3ccccc3nc21 (stereo unspecified)	/	26.5	-0.5	1.7	-13.0	2.0	-25.5	/	16.4	20.0	-4.6
34	CCCCN1C(=O)/C(=C\c2ccco2)C(=O)N(CCc2ccccc2)C1=O	10.1	-6.2	-14.9	-2.3	-5.7	6.6	-8.7	1.2	-2.9	-11.0	-30.8
35	OC(c1ccc(F)cc1)(c1ccc(F)cc1)[C@@H]1CCCN1	1.6	-13.0	8.5	0.5	1.0	1.6	-0.5	-16.3	0.2	6.7	-7.6
36	CCOCCCNC(=O)CN1C2CCC1CC(O)(c1ccc(OC)cc1)C2 (stereo unspecified)	-4.8	-5.1	-3.4	0.8	9.9	11.6	-0.8	17.5	2.0	-28.5	-4.9
37	CC(C)CCn1c(=O)c(C(=O)NCc2ccc3c(c2)OCO3)c(O)c2ccccc21	-3.4	20.0	-3.3	-7.8	4.2	-15.2	14.2	-15.8	1.0	-18.6	-5.3
38	Nc1c(C(=O)NCc2ccco2)c2nc3ccccc3nc2n1CCN1CCOCC1	-11.2	5.7	12.2	5.6	0.7	7.9	-32.5	-17.4	13.3	21.9	1.7
39	CCN(C(=O)COC(=O)c1cn(C)c2ccccc12)c1ccc(F)cc1	5.6	-6.0	6.2	-8.2	-6.8	9.3	-18.0	4.2	-4.0	-17.9	5.9
40	CCOP(=O)(/C=C(\Cl)c1ccccc1)C(O)c1ccc(F)cc1 (stereo unspecified)	-23.7	8.4	-4.4	6.4	8.3	11.6	2.1	11.2	-1.3	-10.7	-22.3

Source: PubChem BioAssay

An excerpt; count on the stated rates, not on these rows.
